Screening results (PubChem)
sPLA2-III inh: human group III sPLA2 inhibitors, primary screen, biochemical, QFRET, BODIPY PC-A2 liposome substrate; Group 3 secretory phospholipase A2 (Homo sapiens), Q9NZ20; QFRET BODIPY PC-A2 liposome hydrolysis, fluorescence; inhibition, % at 12.2 µM; hit rate 0.56% among 370,000;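 active means inhibition above mean plus 3 SD of compounds lying within the high and low control bounds, cut at about 19% in these data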;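 further: 0% = median of test compound wells and 100% = no enzyme DMSO wells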
GC-A act: GC-A stimulated cGMP production enhancers – HEK293 GC-A cells, cGMP TR-FRET, EC30 ANP, primary screen; 0% at EC30 ANP, 100% saturating ANP; Atrial natriuretic peptide receptor 1 (Homo sapiens), P16066; activation, % at 10 µM; hit rate 0.14% among 370,000; in the data active means activation above about 40%
hgDAF-12 ag: H. glycines DAF-12 receptor agonists, primary screen, cell-based, luminescence, HEK293, GAL4 fusion, UAS-luciferase. hit rate 1.8% among 370,000. activation, % at 6.8 µM. HEK293 GAL4-hgDAF12 UAS-luciferase reporter, agonist luminescence; normalized to butyrate control. Nuclear hormone receptor DAF-12 (Heterodera glycines), GAL4 fusion;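 active means activation above a cutoff set at the mean of all screened compounds plus 3 SD, cut at about 10% in these data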;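 further: 0% = DMSO wells and 100% = sodium butyrate wells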
ssDAF12 agonist: S. stercoralis DAF-12 nuclear receptor activators, primary screen, cell-based, luminescence, HEK293, GRIP1 co-expression, lit1-tk-luc | Nuclear hormone receptor DAF-12 (Strongyloides stercoralis) | HEK293 ssDAF-12/GRIP1 lit1-tk-luc reporter; % of 3 µM dafachronic acid response | activation, % at 6.8 µM | hit rate 1% among 370,000 | AID 652126, 2013;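 active means activation above the mean over all tested compounds plus 3 SD, cut at about 0.9% in these data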;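 further: 0% = DMSO-only wells and 100% = 3 µM delta7-dafachronic acid wells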
DAX1 inh-1: DAX1 (NR0B1) inhibitors, primary screen, cell-based, HEK293, Gal4-DAX1, luciferase luminescence; HEK293 Gal4-DAX1 luciferase reporter; inhibition, % at 6.75 µM; hit rate 0.99% among 340,000; Nuclear receptor subfamily 0 group B member 1 (Homo sapiens), P51843; AID 504766, 2011;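 active means inhibition above the mean over all tested compounds plus 3 SD, cut at about 4.2% in these data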;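 further: 0% = DAX1-transfected cells with DMSO and 100% = empty-vector control cells with DMSO; inhibition shows as a rise in luminescence from relieved DAX1 repression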
Target sequence (P51843 207-470 limits assumed): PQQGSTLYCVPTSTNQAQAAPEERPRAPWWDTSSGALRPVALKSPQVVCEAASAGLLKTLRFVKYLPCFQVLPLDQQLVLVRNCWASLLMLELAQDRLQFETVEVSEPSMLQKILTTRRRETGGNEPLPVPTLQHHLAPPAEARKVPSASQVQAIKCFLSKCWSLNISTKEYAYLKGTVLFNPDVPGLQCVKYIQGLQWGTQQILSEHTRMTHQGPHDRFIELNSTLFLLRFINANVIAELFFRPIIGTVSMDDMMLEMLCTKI
NPR2 activator: human GC-B receptor activators, primary screen, HEK293 GC-B cells, cGMP TR-FRET, EC30 CNP; Atrial natriuretic peptide receptor 2 (Homo sapiens), P20594; 0% at EC30 CNP, 100% saturating CNP; activation, % at 10 µM; hit rate 0.11% among 370,000; AID 1920062, 2024;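 active means activation at 10 µM reaching about 35% in either raw or pattern-adjusted values, limit read from the data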
DAX1 inh-2: DAX1 (NR0B1) inhibitors on StAR promoter, primary screen, cell-based, luminescence, SF-1 (NR5A1), full-length DAX-1; HEK293T StAR-luciferase reporter, SF-1/DAX-1 repression relief; inhibition, % at 6.8 µM; hit rate 1.1% among 370,000; AID 652010, 2013;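 active means inhibition above the mean over all tested compounds plus 3 SD, cut at about 3.6% in these data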;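 further: 0% = DAX-1 cells with DMSO and 100% = cells lacking DAX-1 with DMSO; higher inhibition means more luminescence from relief of DAX-1 repression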
ADAM10 inh: human ADAM10 inhibitors, primary screen, biochemical, QFRET, HTS | inhibition, % at 7 µM | recombinant ADAM10, EDANS/DABCYL FRET peptide cleavage, 3 h | hit rate 0.62% among 370,000 | AID 720582, 2013;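 active means inhibition above a per-campaign cutoff equal to the mean of compounds falling between control-based bounds plus 3 SD, cut at about 20% in these data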;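 further: 0% = DMSO wells while the 100% control is not disclosed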
Target sequence (O14672 214-748 limits assumed): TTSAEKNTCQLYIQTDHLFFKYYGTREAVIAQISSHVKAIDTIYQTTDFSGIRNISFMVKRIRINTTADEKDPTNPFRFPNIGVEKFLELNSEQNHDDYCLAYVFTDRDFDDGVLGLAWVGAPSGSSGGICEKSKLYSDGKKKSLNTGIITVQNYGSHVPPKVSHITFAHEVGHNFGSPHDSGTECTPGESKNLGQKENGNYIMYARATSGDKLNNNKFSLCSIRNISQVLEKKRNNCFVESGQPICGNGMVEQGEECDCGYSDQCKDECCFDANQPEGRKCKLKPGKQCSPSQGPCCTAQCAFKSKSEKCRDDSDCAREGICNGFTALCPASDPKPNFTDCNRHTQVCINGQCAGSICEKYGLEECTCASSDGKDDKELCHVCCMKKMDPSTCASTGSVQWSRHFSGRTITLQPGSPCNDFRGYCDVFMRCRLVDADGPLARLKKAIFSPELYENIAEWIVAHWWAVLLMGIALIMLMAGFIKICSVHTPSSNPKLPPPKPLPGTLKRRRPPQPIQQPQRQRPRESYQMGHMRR
hcDAF12 agonist: H. contortus DAF-12 nuclear receptor activators, primary screen, cell-based, luminescence, HEK293, lit1-tk-luc reporter. HEK293 hcDAF-12 lit1-tk-luc reporter; 0% DMSO, 100% Δ7-dafachronic acid. activation, % at 6.8 µM. hit rate 1.4% among 370,000;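 active means activation above the mean of all tested compounds plus 3 SD, cut at about 5.5% in these data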;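 further: 100% = response to 3 µM Δ7-dafachronic acid high control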
SMARCA2 activ: SMARCA2 (BRM) function activators, primary screen, cell-based, luminescence, high throughput. MG213 cells, MMTV-luciferase reporter, dexamethasone, overnight. activation, % at 9.1 µM. hit rate 1% among 370,000; in the data active means activation above about 7.8%;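 further: 0% = vehicle wells and 100% = reference activator wells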
GAA850 FXN act: FXN promoter activators, primary screen, cell-based, luciferase luminescence, HEK293 lucGAA850; HEK293 lucGAA850 FXN promoter luciferase reporter, 24 h; percent of 10 µM SAHA response; hit rate 0.56% among 360,000; activation, % at 6 µM; AID 540364, 2011;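 active means activation above the average of all compounds screened plus 3 SD, cutoff fixed separately per campaign, cut at about 7.5% in these data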;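 further: 0% = DMSO wells and 100% = 10 µM SAHA wells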
* marks the source's active call; other numbers are inactive results; x = no result given. This is a random part of the collection. Share with any hit: about 6.6%.

The opening 4 compounds (preview)
mol	hcDAF12 agonist	hgDAF-12 ag	DAX1 inh-1	GAA850 FXN act	ssDAF12 agonist	sPLA2-III inh	SMARCA2 activ	NPR2 activator	ADAM10 inh	GC-A act	DAX1 inh-2
CC1CCCN(S(=O)(=O)c2cccc(C(=O)NCCCN3CCCC3=O)c2)C1 (centres undefined)	0.2	-1.9	1.4	1.0	-1.3	20*	1	-1	-14	0	-0.3
N#Cc1ccc(C(=O)Nc2cc(S(=O)(=O)N3CCOCC3)ccc2N2CCCC2)cc1	1.6	-1.0	1.2	0.7	-1.3	-5	1	-1	-1	-3	1.5
CC(C)N1CCN(Cc2ccsc2)CC1CCO (centres undefined)	0.0	-1.9	0.6	1.0	-0.5	-1	4	1	1	2	0.0
Cc1cc(C)cc(OC(=O)c2cccnc2)c1	0.1	-2.0	0.4	-0.9	-0.7	13	-4	-1	4	-1	0.1

The list itself, previewed entries included:
mol	hcDAF12 agonist	hgDAF-12 ag	DAX1 inh-1	GAA850 FXN act	ssDAF12 agonist	sPLA2-III inh	SMARCA2 activ	NPR2 activator	ADAM10 inh	GC-A act	DAX1 inh-2
CC1CCCN(S(=O)(=O)c2cccc(C(=O)NCCCN3CCCC3=O)c2)C1 (centres undefined)	0.2	-1.9	1.4	1.0	-1.3	20*	1	-1	-14	0	-0.3
N#Cc1ccc(C(=O)Nc2cc(S(=O)(=O)N3CCOCC3)ccc2N2CCCC2)cc1	1.6	-1.0	1.2	0.7	-1.3	-5	1	-1	-1	-3	1.5
CC(C)N1CCN(Cc2ccsc2)CC1CCO (centres undefined)	0.0	-1.9	0.6	1.0	-0.5	-1	4	1	1	2	0.0
Cc1cc(C)cc(OC(=O)c2cccnc2)c1	0.1	-2.0	0.4	-0.9	-0.7	13	-4	-1	4	-1	0.1
CCOC(=O)N1CCN(c2c(NCCN3CCCCC3CC)c(=O)c2=O)CC1 (centres undefined)	-0.8	-2.5	0.2	-0.2	-1.2	4	-3	4	-8	0	4.2*
CCOC(=O)N1CCC(N2CCN(CCC(C)C)C(CCO)C2)CC1 (centres undefined)	2.4	-2.1	0.0	3.0	-0.9	0	-3	2	-8	4	-0.4
CCOC(=O)[C@]12CCC=C1N(CCC1=CCCCC1)C(=O)[C@H](CC(=O)NCCc1ccccc1OC)C2	-1.3	2.4	x	x	-1.2	-15	-4	7	3	-1	-0.1
Cc1cc(NC(=O)CN(C)CC(=O)Nc2ccc(Cl)cc2)no1	-1.4	-1.3	0.9	0.3	-0.9	0	-2	-1	6	0	-1.9
CCC(C)NC(=O)CC(C)C (centres undefined)	-0.8	-0.7	1.3	3.5	-0.9	9	-2	-3	0	5	1.2
CCOC(=O)Cc1csc(NC(=O)CC(C)(C)C)n1	0.6	1.8	-0.7	2.1	-0.8	10	-3	-3	8	2	-0.3
CNC12CCc3cc(OC)c(OC)c(c31)-c1cc3c(cc1C2)OCO3 (centres undefined)	0.6	-1.7	x	x	-0.9	15	-3	0	-44	-1	-1.3
Oc1ccc(/C=N/Nc2ccccc2)cc1	3.5	0.7	0.2	0.0	-0.7	-12	2	2	-12	3	-0.9
COc1ccc([N+](=O)[O-])cc1NS(=O)(=O)c1cccc(C(=O)NCCCN2CCCC2=O)c1	-0.2	0.4	-0.5	1.9	-1.6	-4	-3	1	-2	-1	-0.6
Cc1cc(CN(C)C(=O)C2CCC(=O)N(CCc3ccccc3)C2)n[nH]1 (centres undefined)	-0.8	0.3	2.3	-4.0	-1.3	-1	1	-2	5	4	0.0
CCOC(=O)Cc1nnc(NC(=O)c2ccccc2OC)s1	-2.0	1.9	-0.5	0.5	-1.2	-30	2	0	2	-1	1.0
CCCc1cc(=O)oc2cc(OCC(=O)NC(Cc3ccc(Cl)cc3)C(=O)O)ccc12 (centres undefined)	-2.8	0.5	3.0	-0.9	-0.7	-6	0	4	-190	3	-1.0
COc1ccc(OC)c(NC(=O)CN(C)CC(=O)Nc2ccccc2Cl)c1	-1.9	1.7	0.1	-0.4	-1.1	-10	-2	4	9	-2	-0.5
Cc1cc(=O)[nH]c(N/N=C/c2c(C)nn(-c3ccccc3)c2C)n1	0.1	-6.2	0.4	0.0	-1.2	5	-3	1	4	5	-0.7
Cc1ccccc1-n1c(C)cc(/C=C(\C#N)C(=O)NCC2CCCO2)c1C (centres undefined)	0.5	-2.9	0.0	-2.8	-1.8	-5	-1	-7	-22	-3	-0.2
O=c1[nH]nc(-c2ccc(NCCO)c([N+](=O)[O-])c2)c2ccccc12	0.0	3.4	0.2	6.3	-1.6	-4	3	-4	-2	1	0.7
CO[C@H]1CN(C)C(=O)c2cc(NC(=O)C3CCCC3)ccc2OC[C@@H](C)NC[C@H]1C	-1.5	1.7	x	x	-0.8	16	-4	2	-9	-1	-0.2
CCOC(=O)c1nn(-c2ccccc2)c(=O)c2c(NC(C)=O)scc12	-0.4	-1.6	1.9	0.3	-1.6	6	-3	8	-16	11	0.2
COc1ccc(NC(=S)Nc2ccccn2)c(OC)c1	0.1	5.8	0.7	8.1*	-0.3	10	-3	-6	-5	2	0.5
CCCCOc1ccc(-n2nc(C)cc2C)nn1	2.3	3.0	4.7*	4.6	-0.7	-7	3	x	8	x	2.0
CC1(C)Cc2nc(NC3CCCCC3)c(C#N)cc2CO1	-1.1	-0.1	-0.1	0.6	-2.0	2	-2	6	-303	9	0.4
CCOC(=O)C1=C(C)NC(=S)N(C(C)=O)C1c1ccc(OC)c(OC)c1 (centres undefined)	-2.1	0.6	x	1.8	-1.4	5	1	-9	0	-10	1.0
CCCCn1c(N)c(N(CC(C)C)C(=O)c2ccc(-c3ccc(Cl)cc3)o2)c(=O)[nH]c1=O	0.8	2.5	-0.3	-0.2	-0.9	0	-3	-4	-81	0	-0.6
NS(=O)(=O)c1ccc(CCNC(=O)CCCCCNc2nc(=S)[nH]c3ccccc23)cc1	2.8	-2.3	x	x	-0.7	8	3	4	-2	3	0.2
CCn1nc(C(=O)NNC(=O)C2CSC3(C)CCC(=O)N23)c2ccccc2c1=O (centres undefined)	-1.5	0.1	-0.3	0.3	-1.0	0	3	-2	9	-1	-0.6
COc1cccc(OC)c1NC(=O)C1CCCN1C(=O)Nc1ccccc1Cl (centres undefined)	-1.0	0.0	0.2	1.1	-1.1	7	-5	3	4	-1	0.0
COc1ccc(C(=O)N/C(=C/c2cccnc2)C(=O)N2CCCCCC2)cc1OC	-0.5	1.1	0.0	3.5	-0.6	6	0	2	-21	5	1.7
Cc1cc(C)cc(Cn2cc(CN3CC(N4CCN(CCN(C)C)CC4)CS3(=O)=O)nn2)c1 (centres undefined)	-0.1	0.1	x	x	-1.1	2	-1	5	-7	1	0.2
CCOC(=O)C1C(=O)OC(C)(C)C1C(CC)C(=O)c1ccccc1 (centres undefined)	-0.5	1.7	-0.1	-0.2	-1.0	3	-1	3	-6	2	0.2
Cc1nc2scc(-c3ccccc3)c2c(=O)o1	1.1	-0.7	-0.3	0.2	-1.0	3	0	x	-8	x	1.0
O=C1NC[C@H](Cc2ccccc2)N(CC2CCN(CCc3ccc(-c4ccccc4)cc3)CC2)C1=O	0.2	-1.8	-0.9	-0.4	-0.8	-4	-3	-5	-12	-1	2.8
O=C(Nc1cccc(C(=O)Nc2ccccc2F)c1)c1ccccc1	-3.2	-2.9	0.0	0.7	-1.7	-4	-2	0	3	-4	-0.5
CC1=C(C(=O)N(C)C)CC(CC(=O)NCCc2ccccn2)C(=O)N1Cc1ccc(F)cc1 (centres undefined)	-1.0	-0.9	0.2	1.6	-1.1	-1	0	5	-4	3	-1.0
CN1CCN(S(=O)(=O)c2ccc3c(c2)oc(=O)n3C)CC1	1.3	0.4	0.4	0.5	-0.1	3	4	1	1	2	2.0
Cc1scc(-c2n[nH]c(=S)n2Cc2ccccc2)c1C	-0.8	1.5	0.6	1.5	-1.0	18	3	1	2	4	0.3
COc1ccc(/C=C(\NC(=O)c2ccccc2)C(=O)N2CCN(C)CC2)cc1OC	0.3	2.7	2.2	-0.2	-1.1	13	-3	-1	-8	1	0.1
CCOC(=O)C1=C(CN2CCN(C(=O)c3ccco3)CC2)NC(=O)NC1c1ccc(F)cc1 (centres undefined)	-0.9	-1.9	-0.5	0.7	-1.7	7	1	-3	4	-10	0.3
